Bioassay records (PubChem)
Mdm2 MdmX PPI – human Mdm2/MdmX binding inhibition. SaOS-2 split-luciferase Mdm2/MdmX complementation, luminescence. O15151+Q00987. inhibition, % at 8 µM. AID 485346. 330,000 tested, 3% active;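 active means inhibition of at least 50% at 8 µM in the primary screen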
Target sequence (O15151 whole entry, looked up): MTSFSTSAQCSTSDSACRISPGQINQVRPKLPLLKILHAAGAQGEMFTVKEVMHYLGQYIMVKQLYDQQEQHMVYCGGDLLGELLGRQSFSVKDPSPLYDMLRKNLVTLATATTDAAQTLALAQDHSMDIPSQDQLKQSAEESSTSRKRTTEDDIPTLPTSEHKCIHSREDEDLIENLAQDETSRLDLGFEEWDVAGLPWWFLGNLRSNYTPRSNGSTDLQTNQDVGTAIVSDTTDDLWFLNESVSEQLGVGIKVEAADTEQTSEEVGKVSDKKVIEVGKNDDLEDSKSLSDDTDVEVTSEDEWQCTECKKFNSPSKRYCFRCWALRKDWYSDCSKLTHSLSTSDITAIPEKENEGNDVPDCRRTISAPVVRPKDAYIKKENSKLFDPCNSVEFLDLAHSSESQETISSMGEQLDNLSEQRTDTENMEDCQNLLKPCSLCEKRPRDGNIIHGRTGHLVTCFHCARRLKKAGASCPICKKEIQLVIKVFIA
Target sequence (Q00987 whole entry, looked up): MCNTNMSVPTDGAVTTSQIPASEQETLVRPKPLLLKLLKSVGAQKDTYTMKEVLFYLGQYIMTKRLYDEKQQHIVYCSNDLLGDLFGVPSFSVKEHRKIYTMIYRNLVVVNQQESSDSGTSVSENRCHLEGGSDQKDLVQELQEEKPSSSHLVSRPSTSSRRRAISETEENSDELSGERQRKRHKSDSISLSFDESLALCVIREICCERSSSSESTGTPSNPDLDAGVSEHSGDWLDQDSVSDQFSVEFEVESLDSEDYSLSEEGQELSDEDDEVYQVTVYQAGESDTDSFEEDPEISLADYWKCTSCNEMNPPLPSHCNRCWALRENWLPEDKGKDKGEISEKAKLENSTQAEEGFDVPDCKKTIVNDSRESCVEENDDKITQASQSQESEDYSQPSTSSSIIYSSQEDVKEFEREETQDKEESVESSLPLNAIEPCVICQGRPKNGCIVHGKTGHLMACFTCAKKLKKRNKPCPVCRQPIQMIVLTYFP
APJ antag – APJ receptor antagonism; CHO-K1 APJ beta-arrestin complementation, luminescence; inhibition, % at 20 µM; 330,000 tested, 0.32% active; AID 2521;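 active means inhibition above about 40% at 20 µM, limit read from the data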;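 further: cells challenged with 10 nM apelin-13 agonist together with compound; plate controls were apelin-13 plus DMSO wells for no effect and DMSO wells lacking apelin-13 for full effect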
tim23-1 inh – tim23-1 yeast growth inhibition. 330,000 tested, 1.3% active. inhibition, % at 20 µM. S. cerevisiae tim23-1 growth, BacTiter-Glo luminescence, 24 h;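 active means growth inhibition of the mutant yeast at or above 50%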;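 further: temperature-sensitive mutant grown at 25 °C; plate controls were DMSO-treated mutant yeast for no effect and medium wells lacking yeast for full effect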
Jurkat NFkB inh – lowers PMA/ionomycin-induced NF-kB signal in Jurkat cells; 330,000 tested, 0.53% active; inhibition, % at 4 µM; PMA/ionomycin-induced NF-kB luciferase reporter, luminescence; in the data active means inhibition above about 50%
CHOP UPR activ – apoptotic UPR (CHOP) activation | AID 449763 | CHO-CHOP luciferase reporter, luminescence; percent of tunicamycin response over DMSO baseline | 330,000 tested, 0.34% active | activation, % at 10 µM;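 active means at 10 µM dose, activation of 40% or more, normalized to positive control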;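 further: 100% = tunicamycin at 10 µg/mL and 0% = DMSO alone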
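Assay system: CHO cells with stable CHOP pathway luciferase reporter; Buffer or medium: F12 plus 10% serum; Times: 16-18 h cell attachment, then 6 h compound exposure, 37 °C; Signal: luciferase luminescence; Read-out basis: percent activation relative to tunicamycin control; Control set: tunicamycin high control, DMSO low control.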
UPR XBP1 act – activators of adaptive arm of unfolded protein response (XBP1). activation, % at 20 µM. 330,000 tested, 0.33% active. CHO-XBP1 luciferase reporter, IRE1-XBP1 UPR activation, luminescence; percent of tunicamycin response, DMSO as zero. AID 463104;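 active means versus positive control, 20 µM dose yields 30% or more activation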;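 further: 100% = tunicamycin at 10 µg/mL and 0% = DMSO only wells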
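Assay system: CHO-XBP1 luciferase reporter cells; Schedule: 6 h treatment, 37 °C; Detection: glow luminescence from Steady-Glo reagent; Benchmarks: high control tunicamycin 10 µg/mL final, low control DMSO vehicle only.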
697 NFkB inh – inhibitors of the PMA/ionomycin-induced NF-kB reporter in 697 B cells; 697 B-cell NF-kB luciferase reporter, 16 h; inhibition, % at 4 µM; 330,000 tested, 0.33% active; AID 435022; in the data active means inhibition above about 35%
APJ ag – activates the human apelin receptor APJ. CHO-K1 APJ PathHunter beta-arrestin, luminescence; 0% DMSO wells, 100% apelin. 330,000 tested, 0.11% active. activation, % at 20 µM. P35414;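 active means activation more than six SD over the plate average, tested at 20 µM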;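 further: 0% = DMSO alone and 100% = apelin-13 at 10 nM; some results filed as inactive read as strong as hits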
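Assay system – PathHunter CHO-K1 APJ (AGTRL-1) beta-arrestin reporter cells · Compound – one dose, 20 µM compound, 1% DMSO · Timing – compound 90 min 25 °C, reagent 1 h · Measured by – luminescence from split beta-galactosidase complementation, Galacton Star/Emerald II substrate · Measure – beta-arrestin recruitment to APJ as agonist activity, luminescent signal · Benchmarks – DMSO vs Apelin-13 10 nM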
An asterisk follows results filed as active.

Every second line gives: Mdm2 MdmX PPI	APJ antag	tim23-1 inh	Jurkat NFkB inh	CHOP UPR activ	UPR XBP1 act	697 NFkB inh	APJ ag
- C#CC(=O)N(c1ccc(OC)cc1OC)C(C(=O)NC1CCCC1)c1cccs1 (configuration not stated)
    88.8*	-13.1	24.3	90.0*	-8.1	-8.5	97.3*	3.3
- COc1ccc(-c2nnn(CC(=O)NCc3ccccc3)n2)cc1OC
    6.3	-11.3	-5.5	5.3	-2.9	-1.1	6.0	-1.5
- O=c1[nH]c(CSc2ccccn2)nc2c1cnn2-c1ccccc1
    -17.6	1.3	35.8	-1.6	3.1	0.1	-10.0	-2.4
- CCN(C1CCCCC1)S(=O)(=O)c1cn(C)c(=O)n(C)c1=O
    -17.2	-6.5	16.1	-11.3	0.1	0.9	-51.5	-4.6
- Cc1ccc(-n2nc(C(=O)O)cc2-c2ccccc2Cl)cc1
    10.3	12.6	4.1	4.6	1.4	-0.1	7.3	-2.9
- COCCCN1CCN(C2Cc3ccccc3Sc3ccc(Cl)cc32)CC1 (configuration not stated)
    43.2	23.4	-12.4	-4.5	-0.4	-1.2	-14.1	-2.3
- CC(=O)Nc1ccc(/C=N\NC(=O)CNS(=O)(=O)c2ccc([N+](=O)[O-])cc2)cc1
    -17.8	-13.7	-2.6	-0.3	-0.6	-0.7	5.7	7.3
- Cc1cccc(C)c1NC(=O)CN(C)CC(=O)N(C)CC(=O)Nc1ccccc1Br
    -2.1	13.7	1.8	1.7	0.7	-2.1	16.3	-2.8
- O=Cc1cc2ccccc2nc1SCc1ccc(Cl)cc1
    80.5*	-18.4	78.2*	48.9	9.6	42.6*	-2.2	0.5
- CCc1c(C)nc2ccc(Br)cc2c1Cl
    -25.0	6.8	12.3	-23.2	0.3	1.9	-14.7	0.3
- O=C(Nc1cc(C2CC2)nn1-c1ccccc1)c1ccc(F)cc1
    10.7	-2.5	20.0	4.4	-0.3	-0.8	11.3	0.8
- O=C(CS(=O)(=O)c1ccccc1)Nc1nc(-c2ccccc2)cs1
    -12.6	-6.9	44.6	-7.5	1.5	2.6	-19.8	0.2
- CC(C)C(=O)Nc1ccc(Sc2ccc(F)cc2)cc1
    5.9	0.0	4.8	3.4	1.7	3.9	-5.0	-2.0
- CCCCC(OC(=O)CN1C(=O)COc2ccccc21)C(=O)NC1CCCCC1 (configuration not stated)
    -15.9	7.7	23.2	6.0	-1.1	-1.7	12.4	-0.9
- CCCC(=O)NNC(=O)CCC(=O)Nc1ccccc1Cl
    4.5	-33.0	0.9	-4.6	0.2	0.7	7.1	-1.1
- Cn1cncc1C#Cc1c(C=O)n(C)c2ccccc12
    32.0	0.2	66.8*	-4.2	2.9	0.4	-10.8	-0.4
- CSc1ccc(C(=O)C2CCCN(C(=O)CCCn3cncn3)C2)cc1 (configuration not stated)
    7.3	-3.7	7.7	-12.5	1.5	0.9	-3.1	-2.7
- COc1ccc(CCN2CC(C(=O)N(C)Cc3ccc4nsnc4c3)CCC2=O)cc1 (configuration not stated)
    20.7	22.0	6.5	-2.6	4.6	0.7	-7.4	8.1
- COc1ccc(CCNc2cc(=O)[nH]c(N)n2)cc1
    -7.5	4.9	1.3	-19.7	-0.4	1.0	-3.2	-3.9
- O=C(/C=C/c1ccccc1)NNC1=NS(=O)(=O)c2ccccc21
    4.2	12.8	4.4	-19.4	-1.5	1.4	15.7	-2.3
- CCOC(=O)c1[nH]c2ccccc2c1NC(=S)Nc1cccc(C)c1
    -1.8	-8.9	23.5	-17.4	1.8	0.4	-5.8	-3.1
- O=C(Nc1ccc(S(=O)(=O)Nc2nccs2)cc1)c1nn(-c2ccc(F)cc2)ccc1=O
    26.1	13.2	-11.2	9.3	1.6	0.1	-7.3	1.2
- O=C(Nc1ccc(S(=O)(=O)Nc2ccccn2)cc1)c1ccc(Cl)cc1Cl
    25.2	-11.0	-2.0	-3.9	0.5	1.7	0.1	-3.3
- O=C(COC(=O)c1ccccc1SCC(=O)N1CCCC1)NC1CCS(=O)(=O)C1 (configuration not stated)
    13.4	0.3	-2.1	7.2	-1.1	-2.8	24.4	-5.9
- Cc1ccc(NC(=O)c2cc3nc(C)cc(C)n3n2)cc1
    -153.5	18.4	11.1	-110.6	0.2	1.9	-117.0	0.2
- CCN(CC)CC#CCOC(c1ccccc1)c1ccccc1
    10.2	-13.6	2.4	-2.1	0.7	0.7	4.4	-3.0
- Cc1nn(C)cc1-c1n[nH]c(=S)n1-c1ccc(F)cc1
    3.7	-2.6	10.5	-11.7	-0.2	1.2	-9.1	-2.3
- COc1cccc(CN2CCNC(=O)C2CC(=O)O)c1OC (configuration not stated)
    -4.5	1.7	6.9	8.0	-0.7	1.9	8.0	-3.5
- COc1ccccc1NC(=S)NNC(=O)c1cc(C)nn1C
    1.7	18.2	11.0	-15.4	0.2	-0.1	-21.8	0.1
- COc1ccc(-n2nc(C(=O)NCC(=O)N3CCCCCC3)c3ccccc3c2=O)c(OC)c1
    9.0	14.0	8.2	-11.6	3.9	5.2	-12.8	1.0
- COC(=O)c1ccc(NC(=O)c2ccc(C)cc2)o1
    -14.4	8.1	21.4	14.3	7.4	2.9	-0.4	-1.5
- O=C(Cn1nnc(-c2ccccc2-n2cnnn2)n1)N1CCCCC1
    17.4	12.6	2.4	-5.0	-4.0	-8.7	28.2	-5.1
- O=C(NCc1ccccc1)C1=C[C@@H](c2csc3ccccc23)C[C@@H](OCCCCO)O1
    74.5*	-3.4	30.8	36.9	3.9	-1.0	-10.1	-2.5
- CCCCn1c(N)c(N(CC(C)C)C(=O)C2CCN(S(=O)(=O)c3ccc(C)cc3)CC2)c(=O)[nH]c1=O
    -3.6	-46.6	3.5	-1.9	1.0	-1.4	3.0	2.9
- O=C(NCc1nc2ccccc2[nH]1)c1cc2ccccc2oc1=O
    19.1	-1.9	6.1	6.2	-2.2	-3.6	-7.5	2.2
- Cc1cccc(C(=O)NCC(=O)N2CCN(S(=O)(=O)c3ccccc3)CC2)c1
    28.0	4.9	3.6	-0.6	-0.7	0.2	10.4	-4.5
- O=C1CC(C(=O)Nc2cccc(F)c2)n2ncnc2N1 (configuration not stated)
    16.6	-4.1	3.2	-0.9	-1.3	-4.7	-7.5	-0.9
- O=S(=O)(CCN(CCS(=O)(=O)C(F)(F)F)CC1CCCO1)C(F)(F)F (configuration not stated)
    20.8	1.0	35.3	-1.0	1.6	-9.5	14.4	-2.0
- O=C(NC(=S)Nc1cccc2ncccc12)c1ccco1
    0.0	5.9	19.7	-1.8	0.0	-1.7	-21.9	-3.4
- CNC(=O)c1nn(-c2ccc(C)cc2)ccc1=O
    29.1	10.2	17.7	-2.1	-1.2	-0.3	8.8	-3.7
- CCCCc1nc2cc(C(=O)NCc3cc(C)n(C)n3)ccc2o1
    0.2	3.2	10.0	-19.9	4.6	-2.5	-7.2	-2.6
- CCN(C(=O)c1ccc2c(=O)n3c(nc2c1)CCCCC3)c1ccccc1C
    6.0	4.5	31.5	6.8	1.0	-0.9	-11.6	-7.0
- Cc1cc(OCC(=O)N2CCC(C(=O)O)CC2)c2c(C)c(C)c(=O)oc2c1
    -2.3	11.9	-12.3	8.3	-0.8	-3.1	18.8	-3.0
- O=C(NCCOC(=O)c1ccc([N+](=O)[O-])cc1)c1cccnc1
    -15.8	-32.4	-10.6	-6.2	1.7	-2.7	6.7	-0.1
- Cc1cc(Cl)ccc1NC(=S)NCCc1ccc(Cl)cc1
    11.6	3.8	41.7	-0.4	0.8	-7.2	-0.9	-0.6
- CCCCOc1ccc(C(=O)NCCc2ccccc2)cc1
    -104.7	10.7	18.1	-119.8	6.0	-1.0	-114.3	-3.1
- CC(OC(=O)C1CCCC1)C(=O)Nc1ncc(Cl)cc1Cl (configuration not stated)
    -5.0	9.1	10.4	-8.3	2.4	-0.1	16.0	-2.5
- Cc1ccc(NS(=O)(=O)c2ccccc2Cl)c2c1CC(C)(C)O2
    27.6	3.1	31.6	-3.9	-2.5	0.0	-3.2	-2.2
- CCOC(=O)c1ccc2c(c1)[n+](CC)c(C)n2-c1ccccc1
    -30.5	11.6	19.9	12.1	1.0	-2.5	7.1	-0.5
- O=C(Cn1ncc(Cl)c(Cl)c1=O)NC1CCCCC1
    100.3*	13.8	7.4	11.3	38.8	-0.7	-16.8	-3.8
- CN(C(=O)COC(=O)C1CCN(S(=O)(=O)c2c(Cl)cccc2Cl)CC1)C1CCCCC1
    21.4	7.0	24.1	13.2	1.8	-4.3	22.8	-3.4
- CN(C)CCOc1ccccc1-c1ccccc1
    -3.4	-20.1	2.2	4.6	2.1	-0.8	-4.1	-1.5
- CCCOCCOC(=O)C1=C(C)NC(=O)NC1c1cc(Cl)c(O)c(OC)c1 (configuration not stated)
    18.6	-1.1	-7.8	-4.3	-0.6	0.5	8.8	4.3
- CCc1ccccc1N(CC(=O)N1CCCCCC1)S(C)(=O)=O
    -7.7	-6.5	-4.5	-9.8	-2.8	-4.7	-10.7	-2.0
- COc1cc(OC)cc(N(C(=O)CNC(=O)c2ccco2)C(C(=O)NCC2CCCO2)c2ccccc2)c1 (configuration not stated)
    13.6	-8.1	8.7	9.3	0.8	-2.0	8.1	0.7
- Clc1ccc(-c2ccc(/C=N/Nc3nncc(-c4ccccc4)n3)o2)cc1
    50.3*	-20.3	-4.1	-5.3	41.8*	75.6*	-3.6	9.8
- Cn1c2c(c(=O)n(C)c1=O)C1c3ccccc3OCC1C(C)(C)O2 (configuration not stated)
    5.3	20.7	8.7	-3.9	0.0	-2.9	20.7	-3.4
- O=[n+]1cc(-c2ccc(Cl)cc2)n([O-])c2c1CCCCC2
    11.9	-3.1	-6.9	-1.0	-0.2	0.7	7.9	-2.6
- Cc1cc(C)cc(OCC(=O)OCC(=O)N(C)CC(=O)Nc2ccc(F)cc2)c1
    22.9	19.9	5.3	6.3	1.7	-0.1	5.6	-0.1
- Cc1ccc2nc(SCc3nc4cc(Cl)ccc4c(=O)[nH]3)[nH]c2c1
    40.1	21.2	-8.7	-1.0	-0.2	2.3	-39.9	-5.2

Part of the list above, reduced to APJ ag:
SMILES | APJ ag
Cc1cc(OCC(=O)N2CCC(C(=O)O)CC2)c2c(C)c(C)c(=O)oc2c1 | -3.0
Cc1ccc2nc(SCc3nc4cc(Cl)ccc4c(=O)[nH]3)[nH]c2c1 | -5.2

The results go on:
Every second line gives: Mdm2 MdmX PPI	APJ antag	tim23-1 inh	Jurkat NFkB inh	CHOP UPR activ	UPR XBP1 act	697 NFkB inh	APJ ag
- N#CC1=C(N)Oc2cc3c(cc2C1c1ccc(Cl)cc1)OCO3 (configuration not stated)
    61.4*	12.8	29.2	16.8	-0.3	-1.0	3.8	-6.6
- NCc1cc2c3c(c1)CCCN3CCC2
    15.9	20.6	-114.2	-0.7	2.0	-2.1	12.0	0.2
- CC(C)CC(=O)Nc1ccc(N2CCOCC2)cc1
    -12.7	-21.7	6.1	1.1	-3.1	1.5	13.4	-4.8
- C/C(Cc1ccccc1)=N/NC(=O)CCCC(=O)N/N=C(/C)Cc1ccccc1
    -25.0	6.2	-5.4	4.7	1.6	-1.3	8.3	-1.4
- O=C(Cn1c(=O)oc2ccc(Cl)cc21)NC1CCCCC1
    -2.9	12.9	7.5	18.3	1.4	-1.5	-15.7	-8.0
